MOR-DOR inv ag: inverse agonists of human mu-delta opioid receptor heterodimerization. P35372+P41143. cell-based MOR-DOR heterodimer luminescence, inverse agonism. inhibition, % at 9.3 µM. 340,000 tested, 0.21% active; in the data active = inhibition above about 22%, passing the limit was not always enough;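 note: 0% = cells with DMSO and 100% = wells without cells with DMSO; values of inactives mirror those of a sister screen read the other way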
Target sequence (P35372 whole entry, looked up): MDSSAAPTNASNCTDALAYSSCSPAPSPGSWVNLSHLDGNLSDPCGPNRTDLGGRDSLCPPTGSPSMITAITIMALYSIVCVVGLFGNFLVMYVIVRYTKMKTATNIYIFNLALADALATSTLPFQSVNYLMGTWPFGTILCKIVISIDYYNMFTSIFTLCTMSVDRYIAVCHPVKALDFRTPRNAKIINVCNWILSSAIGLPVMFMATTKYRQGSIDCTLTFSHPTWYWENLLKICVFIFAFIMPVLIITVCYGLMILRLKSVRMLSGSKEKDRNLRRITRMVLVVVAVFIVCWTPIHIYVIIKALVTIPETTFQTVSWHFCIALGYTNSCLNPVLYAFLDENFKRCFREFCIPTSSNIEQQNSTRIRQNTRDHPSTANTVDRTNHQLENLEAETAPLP
Target sequence (P41143 whole entry, looked up): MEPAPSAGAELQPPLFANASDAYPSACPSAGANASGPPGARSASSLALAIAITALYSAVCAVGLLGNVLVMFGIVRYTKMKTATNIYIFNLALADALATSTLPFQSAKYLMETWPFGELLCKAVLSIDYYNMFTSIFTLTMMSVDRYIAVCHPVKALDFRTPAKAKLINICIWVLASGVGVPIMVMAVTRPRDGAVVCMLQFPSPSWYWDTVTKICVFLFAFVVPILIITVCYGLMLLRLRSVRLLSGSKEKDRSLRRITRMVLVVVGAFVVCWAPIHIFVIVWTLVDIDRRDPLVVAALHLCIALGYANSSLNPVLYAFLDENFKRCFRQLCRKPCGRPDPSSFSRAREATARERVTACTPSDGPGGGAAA
HTR5A ag ctr: HTR5A agonism, opioid heterodimer counter-screen; activation, % at 9.3 µM; AID 504692; HTR5A agonist assay, luminescence, cell-based; P47898; 340,000 tested, 0.61% active; in the data active = activation mostly above about 9.5%, no sharp cut-off; inactive = mostly below about 7.6%;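 note: 0% = cells with vehicle only and 100% = reference agonist; strong numbers were not always called active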
HTR5A inv ag: inverse agonist of human HTR5A in OPRM1-OPRD1 counter-screen; P47898; HTR5A cell line, luminescence, inverse agonism; inhibition, % at 9.3 µM; 340,000 tested, 0.083% active; AID 504634; in the data active = inhibition mostly above about 23%, no sharp cut-off; inactive = mostly below about 18%;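 note: 0% = cells with DMSO and 100% = no-cell wells with DMSO; some compounds called inactive have numbers as strong as hits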
V-ATPase pH: yeast V-ATPase proton transport regulation by pHLuorin; 350,000 tested, 0.37% active; AID 504577; S. cerevisiae, pHLuorin cytosolic pH fluorescence; response, % at 10 µM; in the data active = response mostly above about 7.3%, no sharp cut-off; inactive = mostly below about 5.4%; note: actives read high; inactives centre near 0; some compounds called inactive have numbers as strong as hits; reference of the scale not given here
Arrestin-AP2 inh: human beta-arrestin and AP2 interaction inhibition; FITC-arrestin peptide / GST-AP2 beads, flow cytometry; AP2 beta2 appendage carries R879A mutation; inhibition, % at 10 µM; 340,000 tested, 0.31% active; AID 504490;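 active = inhibition above a set limit, near 3 SD of compounds lacking own fluorescence, cut at about 54% in these data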;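 note: plate controls were DMSO wells for no effect and 5 µM unlabelled arrestin peptide for full effect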
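Material – AP2 appendage R879A on GSH beads · Buffer or medium – PBS with 0.05% Tween 20 and 0.1% BSA · Probe or stimulus – fluorescein-tagged arrestin peptide at 50 nM final · Incubation – compound with beads 12 min RT, then probe 1 h RT · Detection – high-throughput flow cytometry of beads, ex 488, em 535 nm · Evaluation – percent response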
DAGLB inhibitor: blocks human DAGLB lipase activity. Q8NCG7. HEK293T DAGLB membrane lysate, EnzChek fluorogenic substrate. inhibition, % at 5.17 µM. 340,000 tested, 0.059% active. AID 504411; in the data active = inhibition above about 34%;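 note: 0% = enzyme with vehicle and 100% = wells lacking enzyme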
Pemphigus Ab inh: blocks pemphigus antibody binding to human desmoglein-3; 310,000 tested, 0.48% active; DSG3-coupled beads, scFv-anti-DSG3-GFP binding, flow cytometry; active compounds read low; binding (percent of control), % at 10 µM;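 active = binding more than 3 SD below its plate's average and above zero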;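 note: hits lower antibody fragment binding to DSG3; some compounds called inactive have numbers as strong as hits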
PKA-R2B activ: activators of human PKA-R2B complex | P22694+P31323 | PKA-R2B holoenzyme dissociation, Cy5-IP20 fluorescence polarization; R2B truncated from residue 108, S112A mutant; 0% DMSO only, 100% 113 µM cGMP | activation, % at 11.4 µM | 340,000 tested, 0.079% active | AID 504700;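 active = activation above a cutoff set at the mean over all compounds plus 3 SD, cut at about 18% in these data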;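 note: higher means more holoenzyme dissociation and a rise in polarization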
MOR-DOR ag: OPRM1-OPRD1 heterodimerization agonism; cells, luminescence; activation, % at 9.3 µM; P35372+P41143; 340,000 tested, 0.3% active; in the data active = activation above about 18%;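 note: 0% = vehicle-treated cells and 100% = reference agonist; values of inactives mirror those of a sister screen read the other way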
PKA-R1A act: activators of PKA-R1A complex; P00514+P68181; PKA-R1A dissociation, Cy5-IP20 fluorescence polarization; scaled: DMSO 0%, 113 µM cGMP 100%; activation, % at 11.4 µM; 340,000 tested, 0.083% active;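 active = percent activation above the mean of all tested compounds plus 3 SD, cut at about 19% in these data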;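 note: higher means more PKAc released from R1A so a rise in polarization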
An asterisk follows results filed as active; x = not tested or not shown.

SMILES,MOR-DOR inv ag,HTR5A ag ctr,HTR5A inv ag,V-ATPase pH,Arrestin-AP2 inh,DAGLB inhibitor,Pemphigus Ab inh,PKA-R2B activ,MOR-DOR ag,PKA-R1A act
CC(OC(=O)Cc1n[nH]c(=O)c2ccccc12)C(=O)Nc1ccccc1[N+](=O)[O-] (configuration not stated),4,-2,15,-3,1,0,98,4,-0.8,3
NC(=O)c1ccc(-c2nnc(Nc3ccc(S(N)(=O)=O)cc3)c3ccccc23)cc1,7,-1,2,1,0,0,x,9,-1.6,4
COc1ccc(-c2nc3c(Br)c(N)c(Br)cc3o2)cc1,-17,-1,2,2,-4,-3,106,0,3.2,-7
Cc1ccc(S(=O)(=O)N2C(=O)CCC2C(=O)Nc2ccc3c(c2)OCCO3)cc1 (configuration not stated),9,-1,-3,1,-1,0,92,-5,-1.6,-3
COC(=O)Nc1nnc(/C=C/c2ccccc2)s1,3,1,-31,8,26,2,120,-2,-0.5,1
Oc1cc(O)cc(-c2cc3ccc(O)cc3o2)c1,8,3,-10,-3,6,0,105,13,-1.4,3
COC(=O)c1ccccc1S(=O)(=O)NNC(=O)C12CC3CC(CC(C3)C1)C2,8,2,-4,1,28,1,100,7,-2.0,3
CS(=O)(=O)Cc1cccc(C(=O)NN(c2ccccc2)c2ccccc2)c1,5,7,2,-4,18,-3,x,-3,-0.8,2
Cc1ccc(NC(=O)CS(=O)CC(=O)Nc2ccc(N3CCOCC3)cc2)cc1Cl (configuration not stated),4,-1,4,0,8,2,105,8,-0.7,-1
CCCC(C)CO (configuration not stated),18,-2,8,0,13,0,106,-7,-3.4,-7
CC(=O)N/C(=C\c1ccccc1)C(=O)NCc1ccc2c(c1)OCO2,5,4,-11,-4,-3,-1,93,-5,-0.7,-14
Cc1ccc(S(=O)(=O)n2c3ccc(Cl)cc3c3nc(C)sc32)cc1,-6,-6,15,0,5,-7,85,-5,0.8,-11
O=C(O)C1=CC2C=C(Cl)C=CC2OC1=O (configuration not stated),16,1,-3,5,11,2,96,-4,-3.2,-10
O=C(N/N=C/c1ccc([N+](=O)[O-])cc1)c1cc(C2CC2)nc2ccccc12,-3,-3,7,-1,10,-3,x,9,0.6,0
CCOCCn1c(N2CCN(c3ccc(OC)cc3)CC2)nc2c1c(=O)[nH]c(=O)n2C,16,4,12,-3,-1,-2,101,6,-2.7,1
Cc1occc(=O)c1OCc1ccccc1,8,-1,3,-1,-15,-1,98,-6,-1.5,-9
Nc1n[nH]c(-c2ccccc2)c1-c1ccccc1,13,-2,-8,-2,0,2,99,-1,-2.4,-9
Cc1ccc(C(=O)NCC(=O)NCC(=O)OCc2ccc(Cl)cc2)cc1,10,-5,7,1,10,0,95,1,-1.9,-4
O=S(=O)(Cc1ccccc1)N1CCCC(c2nc(-c3ccc(F)cc3)no2)C1 (configuration not stated),1,4,4,-1,-2,-11,98,7,-0.2,7
CCOc1ccc(C(=O)NCCN(C)C)cc1,9,-1,2,2,-3,0,101,-1,-1.7,-5
CC1CCN(c2nc3c(cc2C#N)COC(C)(C)C3)CC1,-36,2,20,-3,3,-8,101,3,6.7,-9
COc1cc(-c2cc(C(=O)Nc3ccc(N4CCOCC4)cc3)c3ccccc3n2)cc(OC)c1OC,5,4,-11,-4,-3,2,103,1,-0.8,5
Cn1c2nc(=O)n(-c3ccccc3)c(=O)c-2nc2c1CCCC2,x,x,x,-7,x,-5,101,1,x,4
c1ccc(-c2nc(NCc3cccnc3)c3ccccc3n2)cc1,-1,-3,1,9,41,0,103,1,0.2,8
CCC(=O)C1=C(N2CCCC2)CC(C)(C)CC1=O,11,3,-11,3,4,3,114,2,-2.4,0
CC(C)NC(=O)c1ccc(COc2cccc3ccccc23)o1,x,x,x,0,x,-1,99,-1,x,2
CC(C)CCNC(=O)NC(=O)COC(=O)c1cc(S(=O)(=O)N2CCOCC2)ccc1N1CCCCC1,8,2,-11,4,29,1,x,-13,-1.4,8
CCC1=NN(C(=O)c2cccc([N+](=O)[O-])c2)C(O)(c2ccc(C)cc2)C1 (configuration not stated),8,-2,8,-1,-6,2,92,4,-1.6,-4
CCOc1cc(/C=N/NC(=O)C(=O)NCc2cccnc2)ccc1O,8,1,-4,-1,33,-2,85,5,-1.4,1
CC(=O)c1cccc(-n2nnnc2SCC(=O)Nc2ccccc2N2CCCCC2)c1,5,-4,-23,-1,12,-2,109,-1,-0.9,5

Next part.
SMILES,MOR-DOR inv ag,HTR5A ag ctr,HTR5A inv ag,V-ATPase pH,Arrestin-AP2 inh,DAGLB inhibitor,Pemphigus Ab inh,PKA-R2B activ,MOR-DOR ag,PKA-R1A act
CCCCC(=O)NC(=S)Nc1cccc(NC(=O)c2ccccc2)c1,10,-4,11,2,12,-3,98,6,-1.7,-3
CCC1CCCCN1S(=O)(=O)c1ccc(NC(=O)c2nc(S(C)(=O)=O)ncc2Cl)cc1 (configuration not stated),31,-3,11,-1,-16,1,117,-8,-6.1,-7
CCN(CC(=O)Nc1cc(Cl)ccc1C)C(=O)Cc1ccsc1,11,-2,-1,-4,-4,-1,102,0,-2.7,17
O=C(CN1CCN(S(=O)(=O)c2cccc(Cl)c2)CC1)N1CCCCC1,-6,0,21,-4,-8,-3,110,6,1.5,4
Fc1ccccc1N1CCN(c2ncnc3nc[nH]c23)CC1,-11,-2,6,2,22,1,81,-3,2.0,0
O=C(CSc1nccc(=O)[nH]1)Nc1cc(C(F)(F)F)ccc1N1CCOCC1,15,2,-3,-2,12,-1,107,-1,-2.9,-3
CCCC(=O)Nc1ccc(S(=O)(=O)N2CCC(c3nc4ccccc4[nH]3)CC2)cc1,2,-2,5,20*,-8,-2,108,-16,-0.4,1
Cc1cccc(C)c1OCc1cc(C(=O)N2CCCCCCC2)no1,-32,3,-11,-2,21,-9,106,-1,5.6,7
Cc1cccc(NC(=O)Nc2ccncc2)c1,3,1,-3,-1,-1,1,92,-5,-0.6,4
O=C(COC(=O)c1nc(Cl)ccc1Cl)Nc1cccc(S(=O)(=O)N2CCOCC2)c1,-9,6,-14,-3,-4,-2,130,5,2.3,-4
CN1CCCN(C(=O)c2cccc(Cl)c2)CC1,-4,-1,3,-2,7,1,101,5,0.8,-5
CN(C)S(=O)(=O)N1CCC(Oc2ccc(C(=O)NC3CCOC(C)(C)C3)cc2)CC1 (configuration not stated),5,0,20,4,-9,0,x,0,-1.1,-7
COc1ccccc1C1=NN(C(=O)c2ccccc2)C(c2ccc(Br)cc2)C1 (configuration not stated),12,0,-2,-1,-7,-2,93,1,-2.7,5
CC(C)(C)OC(=O)[C@H](Cc1ccccc1)NC(=O)c1ncn2c1c(=O)[nH]c1ccc(Br)cc12,x,x,x,1,x,1,106,-2,x,-4
O=C(Cc1c[nH]c2ccccc12)N/N=C/c1cccc(F)c1,2,0,6,4,4,0,123,-4,-0.4,-3
Cc1ccc(SCC(=O)NCc2ccc(F)cc2)cc1,-1,0,1,3,18,-5,98,-6,0.1,-11
Cc1cccc(NC(=O)C2CCN(S(=O)(=O)c3ccc4c(c3)NC(=O)CO4)CC2)c1C,9,1,-21,-1,-23,2,106,-14,-1.8,-6
N/C(=N\OC(=O)Cc1ccccc1[N+](=O)[O-])c1ccncc1,10,-3,7,-1,-14,0,95,-10,-1.9,-12
CCCCSc1nc2[nH]ncc2c(=O)[nH]1,7,4,-11,2,20,-2,103,-18,-1.3,6
Cc1ccc(Nc2nc(CSc3n[nH]c(N)n3)cs2)cc1,5,4,-10,3,1,-1,102,-1,-0.9,-12
Cc1ccc(S(=O)(=O)N(CC(O)CN2C(=O)NC(C)(C)C2=O)c2ccccc2)cc1 (configuration not stated),8,2,23,-4,3,1,100,0,-1.5,1
CCN1C(=O)[C@@H]2[C@@H](c3ccc(-c4ccc(OC)cc4)c(OC)c3)N3CCC[C@@]3(C(=O)OC)[C@@H]2C1=O,10,1,-3,2,7,1,106,-3,-1.9,-6
Nc1[nH]n(-c2ccccc2)c(=O)c1N=Nc1ccc2ncsc2c1,5,-2,15,3,14,27,98,9,-0.9,0
CCOc1ccc(Cc2n[nH]c(=S)n2N)cc1,9,-4,18,2,-5,0,96,4,-1.7,-4
Fc1ccc(COc2ccccc2C(=S)N2CCCC2)cc1,12,1,10,2,3,2,102,-11,-1.8,2
CCC(C(=O)NC1CCCC1)N(C(=O)Cn1nnc(-c2ccc(C)cc2)n1)C1CCCC1 (configuration not stated),12,7,-21,0,2,-7,98,-8,-2.1,-4
COc1cc(NC(=O)c2cccnc2SC)cc(OC)c1,11,8,-22,0,-25,1,98,-6,-2.5,-9
Cc1onc(-c2c(Cl)cccc2Cl)c1NC(=O)NNc1ccccn1,16,-5,-11,2,33,-3,x,-5,-3.3,-2
O=C(Nc1cccc2nsnc12)c1cccnc1,14,6,8,4,13,1,106,-10,-3.0,-10
CCCCOc1ccccc1C(=O)NCCCCCC(=O)O,18,-1,3,-2,0,0,102,3,-3.4,-1

Next section:
SMILES,MOR-DOR inv ag,HTR5A ag ctr,HTR5A inv ag,V-ATPase pH,Arrestin-AP2 inh,DAGLB inhibitor,Pemphigus Ab inh,PKA-R2B activ,MOR-DOR ag,PKA-R1A act
CN1C(=O)CSC1=Nc1cccc(Cl)c1,-2,1,-2,2,16,-2,104,-9,0.4,-1
COC(=O)C1=C(C)NC2=C(C(=O)CCC2)C1c1coc2ccccc2c1=O (configuration not stated),4,3,-11,-2,0,-1,91,-3,-0.8,5
CCC(=O)Oc1ccc2ccccc2c1CNC(=O)c1ccccc1,13,5,-6,3,-1,-2,117,-12,-2.5,-8
COCC1CCCCN1C(=O)c1cccc(OC2CCN(C(=O)C3CC3)CC2)c1 (configuration not stated),0,2,3,-2,3,0,101,-3,0.1,12
COc1ccc(OC(C)C(=O)NC2CCCCCC2)cc1 (configuration not stated),13,3,-2,0,-3,-3,x,-14,-2.5,-4
CCCOc1ccc(/C=C/C(=O)NC2CCCCC2)cc1,-21,-3,26,-2,-18,-3,103,2,3.9,5
COc1cccc(NC(=O)[C@@H]2CCC(=O)N2C2OC(=O)c3ccccc32)c1 (some centres not stated),21,8,1,0,-5,-2,105,0,-4.2,2
Cc1cccc(S(=O)(=O)NCCc2cn3ccccc3n2)c1,12,2,3,2,-3,2,95,-16,-1.9,4
CCCCNC(=O)N1CCC(CCC(=O)N(C)Cc2ccccc2)CC1,-5,-3,10,-5,1,0,108,-8,0.9,-1
COc1ccc2c(=O)c(N3C(=O)c4ccccc4C3=O)c(C)oc2c1,10,-5,-5,1,27,-3,102,4,-1.7,8

Reformatted with values under each structure: part of the list above
The line under a structure holds: MOR-DOR inv ag, HTR5A ag ctr, HTR5A inv ag, V-ATPase pH, Arrestin-AP2 inh, DAGLB inhibitor, Pemphigus Ab inh, PKA-R2B activ, MOR-DOR ag, PKA-R1A act
CCOc1cc(/C=N/NC(=O)C(=O)NCc2cccnc2)ccc1O
  8, 1, -4, -1, 33, -2, 85, 5, -1.4, 1
O=C(Nc1cccc2nsnc12)c1cccnc1
  14, 6, 8, 4, 13, 1, 106, -10, -3.0, -10
